M. tuberculosis HTS: M. tuberculosis growth inhibition, HTS (AID 449762); M. tuberculosis H37Rv growth inhibition, 7H9 media; higher % means a stronger effect; inhibition, % at 25 µM; hits with a dose series show IC50 in µM; 0.59% of 330,000 active; in the data active = a potency from the dose series; inconclusive = inhibition above about 70% without an active follow-up result;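 also: bacterial growth assessed after seven days of incubation; strong numbers were not always called active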
M. tuberculosis: growth inhibition of non-replicating M. tuberculosis (AID 488890) | 0.39% of 320,000 active | one-dose inhibition, % at 25 µM; IC50 in µM for titrated hits | Mycobacterium tuberculosis non-replicating, growth inhibition; higher % means a stronger effect; in the data active = a potency from the dose series; inconclusive = inhibition mostly from about 82% at the one dose, without a potency; inactive = the rest, 99 in 100 with inhibition below about 76%;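 also: plate controls were DMSO cells for no effect and high antibiotic wells for full effect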
PhoP GFP inhibition: Inhibition of PhoP regulon, Salmonella typhi GFP reporter cells, confirmation, 4 h (AID 1850) | Salmonella Typhi PhoP-promoter GFP reporter, fluorescence, 4 h; higher % means a stronger effect | inhibition, % at 50 µM, or IC50 in µM where a hit was titrated | 0.33% of 310,000 active; in the data active = a potency from the dose series; inconclusive = inhibition mostly from about 25% at the one dose, without a potency; inactive = the rest, 99 in 100 with inhibition below about 19%;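 also: 0% = induced wells with vehicle and 100% = uninduced wells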
H1N1 NS1A inhibition: H1N1 influenza NS1A inhibitors, functional cell based assay (AID 504329) | NS1A functional cell-based assay, percent inhibition; higher % means a stronger effect | 0.3% of 340,000 active | inhibition, % at 12.5 µM, or IC50 in µM where a hit was titrated; in the data active = a potency from the dose series; inconclusive = inhibition above about 27% without an active follow-up result; also: strong numbers were not always called active
inhibitors of VEEV: inhibitors of VEEV TC-83 cytopathic effect, confirmation, Vero cells (AID 588727); 0.13% of 350,000 active; Vero cells, VEEV TC-83 cytopathic effect inhibition; higher % means a stronger effect; inhibition, % at 20 µM, or IC50 in µM where a hit was titrated; in the data active = a potency from the dose series; inconclusive = inhibition mostly from about 14% at the one dose, without a potency; inactive = the rest, 99 in 100 with inhibition below about 12%; also: strong numbers were not always called active
inhibitors of VEEV 10K pilot screen: further read-out of inhibitors of VEEV, marked with its call; inhibition, %; measured here: 10K pilot screen inhibition
An asterisk follows results filed as active; i = inactive; ? = inconclusive; / = no result given.

SMILES	M. tuberculosis HTS	M. tuberculosis	PhoP GFP inhibition	H1N1 NS1A inhibition	inhibitors of VEEV	others
CC(C)(C)N1C(=O)[C@H]2[C@@H](c3ccc(Br)cc3)N3C(=O)N(c4cccc(Cl)c4)C(=O)[C@@]3(Cc3ccccc3)[C@H]2C1=O	-9%	27%	-7%	5%	1.0%
CCN(CC)C(=O)CSc1nnc(-c2ccc(S(=O)(=O)N3CCCC3)cc2)o1	-22%	7%	-3%	-3%	i
C/C=C(\C)C(=O)N[C@@H](c1ccccc1)[C@@H](O)C(=O)O[C@H]1C[C@@]2(O)[C@@H](OC(=O)c3ccccc3)C3[C@](C)(C(=O)[C@H](O)C(=C1C)C2(C)C)[C@@H](O)C[C@H]1OC[C@@]31OC(C)=O (some centres undefined)	-6%	0%	13%	-9%	i
O=C(COC(=O)c1ccccc1O)NC(c1ccccc1)c1ccccc1	6%	14%	/	-30%	0.5%
Cc1nn(CC(=O)Nc2ccc(Cl)cc2Cl)c(=O)c2ccccc12	-3%	2%	-1%	-20%	i
CCOc1ncccc1C(=O)OCC(=O)c1ccc(OC)c(OC)c1	8%	3%	-12%	3%	1.4%
Cc1cc2c(cc1C)/C(=N/NC(=O)c1ccccn1)CCC2	7.9µM*	72%	-3%	/	2.7%
O=C(NCC(=O)N1CCCCCC1)c1ccc(OC(F)F)cc1	-3%	11%	-9%	51%	2.3%
CCOCCNC(=O)c1ccc2c3c(cccc13)CC2	-2%	12%	-1%	2%	1.4%	inhibitors of VEEV 10K pilot screen=0.5
c1ccc2c(c1)oc1c(Nc3ccc4c(c3)OCCO4)ncnc12	-3%	3%	0%	1%	i	inhibitors of VEEV 10K pilot screen=9.6
O=S(=O)(c1ccccc1)N1CCN(C(=S)NCc2ccccc2)CC1	2%	-1%	0%	6%	5.2%
O=C(C1CN(S(=O)(=O)c2ccccc2)CCN1S(=O)(=O)c1ccccc1)N1CCCCCC1 (centres undefined)	6%	10%	-18%	-3%	0.8%
C=CC[C@H]1CC(Cc2ccccc2)=C[C@H](CC=C)N1	?	33%	-2%	-1%	i
CCc1nnc(NC(=O)CCN2C(=O)C3CCCCC3C2=O)s1 (centres undefined)	-8%	-6%	-6%	14%	5.5%
CCC1CCC2(CC1)NC(=O)N(CC(=O)NCc1ccccc1Cl)C2=O (centres undefined)	4%	-6%	/	5%	0.9%
CC(C)(C=O)C1=CC(=O)c2ccccc2C1=O	-6%	?	0%	26%	5.6%
COc1ccc(Cn2cnc3c(NS(C)(=O)=O)c(C)c(C)cc32)cc1	1%	14%	-4%	-3%	i
CCC1Oc2nc(SC)nnc2-c2ccccc2N1C(=O)c1ccccc1 (centres undefined)	-1%	0%	-12%	-19%	3.8%
COc1ccc(CCNC(=S)NCc2ccc(Cl)c(Cl)c2)cc1OC	56%	48%	-5%	-1%	1.2%
CCC(Oc1ccccc1)C(=O)Nc1ccsc1C(=O)OC (centres undefined)	12%	59%	-1%	-11%	1.7%
COc1ccc(Oc2ncnc3sccc23)cc1	15%	31%	-19%	3%	0.8%
Cc1nc2cc(C(=O)OCC(=O)NC(C)C(C)C)ccc2n1-c1ccccc1 (centres undefined)	-11%	9%	-3%	-11%	0.5%
CC#CCCCC(=O)Nc1cccc(C(=O)O)c1	-7%	23%	-5%	-6%	0.6%
COC(=O)C1(C(=O)OC)NOC2C(=O)N(c3ccccc3)C(=O)C21 (centres undefined)	8%	0%	-7%	4%	4.0%
COc1ccccc1CC(NC(C)=O)C(=O)N1CCN(C(=O)Nc2ccccc2Cl)CC1 (centres undefined)	-12%	11%	-4%	1%	3.2%
Next records
SMILES	M. tuberculosis HTS	M. tuberculosis	PhoP GFP inhibition	H1N1 NS1A inhibition	inhibitors of VEEV	others
O=C(c1cn(-c2ccccc2)nc1-c1ccc(Cl)cc1)N1CCOCC1	5%	24%	11%	-13%	1.9%
CCN(CC(=O)Nc1ccc(NC(C)=O)cc1)C(=O)Cc1cccc2ccccc12	6%	6%	-2%	24%	3.2%
CC1(C)C2([N+](=O)[O-])CN3CC1([N+](=O)[O-])CN(C2)C3c1ccc(O)c(O)c1 (centres undefined)	-2%	-7%	10%	6%	i
CN(CCCC(=O)NCCc1ccccc1)S(=O)(=O)c1ccc([N+](=O)[O-])cc1	5%	18%	5%	0%	i
CCOC(=O)c1cc(CC)sc1NC(=O)CCC(=O)O	-8%	-8%	-2%	0%	0.1%
O=C(N/N=C/c1coc2ccccc2c1=O)c1cc(Br)ccc1O	0%	31%	-6%	-3%	2.8%
CCN(CC)C(=O)c1cc(C(C)(C)C)c(O)c(C(C)(C)C)c1	-3%	4%	-1%	-4%	0.8%
COc1ccc(-c2cc(C(=O)OC3CCOC3=O)c3ccccc3n2)cc1OC (centres undefined)	-5%	/	-12%	4%	1.5%
C/C(=N\Nc1ccccn1)c1ccc(C#N)cc1	-2%	3%	15%	3%	4.3%
CCOC(=O)c1c(C)[nH]c(C(=O)OCC(=O)N2CCN(S(=O)(=O)c3ccc(C)cc3C)CC2)c1C	-3%	46%	/	7%	6.0%
Clc1ccccc1/C=N/c1cc(-c2ccccc2)nn1-c1ccccc1	3%	6%	-6%	5%	3.4%
CC(=O)Nc1ccc(N2CCN(C(C)=O)CC2)cc1	-1%	-2%	23%	-5%	1.3%
Cc1cnc(NC(=O)C2CCCC2)s1	0%	-1%	-7%	-9%	0.8%
O=C(O)c1cc2nc(-c3ccc(F)cc3)cc(C(F)(F)F)n2n1	-2%	-2%	1%	-9%	0.9%
CCOc1ccc(-c2cccc(NS(=O)(=O)c3cc([N+](=O)[O-])ccc3Cl)c2)nn1	3%	10%	-1%	1%	8.2%
COc1ccccc1C(CNC(=S)NCc1ccccc1)N1CCCC1 (centres undefined)	-6%	-19%	10%	-1%	1.4%
CC1(c2ccc([N+](=O)[O-])cc2)NC(=O)N(CC(=O)Nc2ccc(N3CCCCC3)cc2)C1=O (centres undefined)	13%	30%	-1%	24%	7.9%
O=C(Nc1ccccc1C(=O)Nc1ccc(F)cc1)c1ccco1	-2%	7%	-8%	9%	2.1%
O=c1[nH]nc(SCc2ccccc2)c(=O)[nH]1	-8%	8%	-12%	11%	i
O=c1ccc2ccc(O[C@@H]3O[C@H](CO[C@@H]4OC[C@](O)(CO)[C@H]4O)[C@@H](O)[C@H](O)[C@H]3O)cc2o1	-6%	-5%	/	5%	1.4%
COc1cc(C2c3c(n[nH]c3C)C(=O)N2c2ccc(C)cc2)ccc1O (centres undefined)	-8%	-11%	-6%	3%	i
O=S(=O)(NCC(c1cccnc1)N1CCN(c2ccc(F)cc2)CC1)c1cccs1 (centres undefined)	-1%	37%	-2%	28%	0.9%
Cc1ccc(NC(=S)N(Cc2ccco2)C(C)c2cccs2)cc1 (centres undefined)	7%	7%	5%	-5%	i
COC(=O)c1cc(C#N)c(N(C)Cc2ccccc2)nc1C	11%	10%	-4%	-5%	3.9%
CCn1c(CSc2nc(C)cc(C)n2)nnc1SCC(=O)Nc1ccccc1	2%	5%	5%	-1%	3.0%

3 compounds from above, ordered by count of non-hydrogen atoms, ascending.
SMILES	M. tuberculosis HTS	M. tuberculosis	PhoP GFP inhibition	H1N1 NS1A inhibition	inhibitors of VEEV	others
CCOC(=O)c1cc(CC)sc1NC(=O)CCC(=O)O	-8%	-8%	-2%	0%	0.1%
COc1cc(C2c3c(n[nH]c3C)C(=O)N2c2ccc(C)cc2)ccc1O (centres undefined)	-8%	-11%	-6%	3%	i
CC1(c2ccc([N+](=O)[O-])cc2)NC(=O)N(CC(=O)Nc2ccc(N3CCCCC3)cc2)C1=O (centres undefined)	13%	30%	-1%	24%	7.9%

(listing goes on)
SMILES	M. tuberculosis HTS	M. tuberculosis	PhoP GFP inhibition	H1N1 NS1A inhibition	inhibitors of VEEV	others
Cc1ccc(C2=CCNCC2)cc1	-3%	11%	15%	-2%	4.0%
COc1cccc(CNC(=O)CCNS(=O)(=O)c2ccc3c(c2)CC(C)N3C(C)=O)c1 (centres undefined)	-2%	-25%	-3%	-2%	1.1%
Cc1cccc(NC(=O)Cn2c(=O)oc3ccccc32)c1C	6%	-3%	-5%	-6%	i
COc1cc(/C=N/NC(=O)c2ccncc2)c([N+](=O)[O-])cc1OC	?	43%	-1%	-2%	i
COc1ccc(CNC(=O)CCS(=O)(=O)c2ccc3c(c2)oc(=O)n3C)cc1	0%	6%	5%	3%	2.9%
Cc1nc(N)sc1-c1csc(Nc2ccccn2)n1	/	/	/	3%	8.8%
CCOc1cc(S(=O)(=O)N2CCCC2)c(C)cc1C	0%	56%	17%	-4%	3.3%
Cc1cc(C)c2nc(Nc3nc(-c4ccccc4)cc(=O)[nH]3)nc(C)c2c1	-1%	8%	-2%	-5%	12%
CC[C@]12c3[nH]c4cc(-c5ccco5)ccc4c3CCN1C(=O)[C@@H](CC(=O)NCC13CC4CC(CC(C4)C1)C3)C[C@@H]2C(=O)N1CCN(C(=O)C2CC2)CC1	/	/	/	-8%	i
COc1cc(C(=S)N2CCOCC2)ccc1OC(=O)c1ccccc1[N+](=O)[O-]	5%	34%	-7%	-2%	0.2%
CC(C)OC(=O)c1c(NC(=O)Cn2cnc([N+](=O)[O-])n2)sc2c1CCCC2	-6%	12%	-4%	6%	i
COc1ccc(C(CC(=O)c2ccccc2)CC(=O)c2ccccc2)cc1OC	-6%	-2%	2%	-1%	7.7%
CC(=O)NC(c1cccs1)c1cc(F)c2cccnc2c1O (centres undefined)	-4%	-8%	/	-8%	9.9%
Cc1cccc2c1cnn2C(=O)Nc1cc(F)ccc1F	6%	-10%	-8%	22%	i
O=C(O)C(C(=O)/C=C/c1ccco1)=C1SCCS1	0%	3%	17%	9%	1.1%	inhibitors of VEEV 10K pilot screen=1.5
COc1ccc(C(=O)COC(=O)CN2C(=O)C3C4C=CC(C5CC45)C3C2=O)cc1 (centres undefined)	-7%	-4%	10%	-5%	1.4%
CCNC(=S)NNC(=O)c1cccn(Cc2ccc(Cl)cc2)c1=O	11%	15%	-12%	-12%	1.9%
C/C(CC(=O)NC1CCCCCC1)=N\NC(=O)c1cnccn1	-8%	25%	10%	2%	0.1%
C[C@]12CCC3C(CC[C@H]4C[C@H](O)CC[C@]34C)C1C[C@@H](O)[C@@H]2O (some centres undefined)	-3%	6%	/	-7%	4.2%
COc1ccccc1OCCCn1c(=O)sc2ccccc21	16%	27%	6%	2%	i	inhibitors of VEEV 10K pilot screen=3.7
O=C(NNS(=O)(=O)c1ccccc1)c1sccc1-n1cccc1	-2%	0%	-1%	9%	7.2%
COc1ccc(C(CNC(=O)CNC(=O)c2cccc(C)c2)N2CCOCC2)cc1 (centres undefined)	-1%	-19%	/	-12%	3.2%
COc1cccc(C2/C(=C(\O)c3ccc4c(c3)OCCO4)C(=O)C(=O)N2CCCn2ccnc2)c1 (centres undefined)	-2%	-17%	9%	1%	2.6%
CCS(=O)(=O)N1CCC(C(=O)Oc2ccc(Br)cc2)CC1	3%	71%	-3%	-10%	0.6%
CCOC(=O)c1c(NC(=O)CCC(=O)N(CC)CC)sc2c1CC(C)(C)OC2	-15%	2%	1%	10%	3.6%
Additional compounds follow.
SMILES	M. tuberculosis HTS	M. tuberculosis	PhoP GFP inhibition	H1N1 NS1A inhibition	inhibitors of VEEV	others
O=C(CN(C(=O)c1csnn1)c1ccc(Br)cc1)NC1CCCCC1	1%	-1%	0%	6%	1.6%
O=C(Nc1ccc(N=Nc2ccccc2)cc1)c1ccccc1Cl	7%	12%	-10%	0%	0.3%
Cc1nc(NC(C)(C)CO)c([N+](=O)[O-])cc1[N+](=O)[O-]	5%	7%	3%	5%	i
Cc1ccc(NNC(=O)c2ccno2)c(C)c1	15%	46%	-8%	-2%	i
Cc1c(/C=N/NC(=O)c2cccnc2)cc(C#N)n1C	2%	0%	7%	-18%	i
O=C(COC(=O)c1ccc(NS(=O)(=O)c2ccc(F)c(F)c2)cc1)NCC1CCCO1 (centres undefined)	-3%	-4%	-6%	-5%	2.2%

Pulled by compound from the list above (five):
SMILES	M. tuberculosis HTS	M. tuberculosis	PhoP GFP inhibition	H1N1 NS1A inhibition	inhibitors of VEEV	others
O=C(O)C(C(=O)/C=C/c1ccco1)=C1SCCS1	0%	3%	17%	9%	1.1%	inhibitors of VEEV 10K pilot screen=1.5
CCN(CC)C(=O)c1cc(C(C)(C)C)c(O)c(C(C)(C)C)c1	-3%	4%	-1%	-4%	0.8%
O=C(COC(=O)c1ccc(NS(=O)(=O)c2ccc(F)c(F)c2)cc1)NCC1CCCO1 (centres undefined)	-3%	-4%	-6%	-5%	2.2%
COc1ccccc1CC(NC(C)=O)C(=O)N1CCN(C(=O)Nc2ccccc2Cl)CC1 (centres undefined)	-12%	11%	-4%	1%	3.2%
C/C(CC(=O)NC1CCCCCC1)=N\NC(=O)c1cnccn1	-8%	25%	10%	2%	0.1%

High-throughput results deposited in PubChem BioAssay by Southern Research Specialized Biocontainment Screening Center.

Compounds were not picked by outcome. About 1.5% of those tested had a hit in this group.
